Bioassay records: PubChem, several laboratories
HPDE-C7 viability: cytotoxicity in HPDE-C7 cells, cell-based, fluorescence, HTS (AID 430); HPDE-C7 pancreatic duct cells viability, fluorescence; higher % means a stronger effect; cytotoxicity, % at 10 µM, or EC50 in µM where a hit was titrated; 63,000 compounds, 1.8% hits;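 also: cells exposed to compound for 48 hours before viability readout; 0% = vehicle and 100% = reference cytotoxic drug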
Spn DPM-DC inh: S. pneumoniae DPM-DC inhibitors, primary screen, biochemical, PK/LDH-coupled NADH fluorescence; AID 556, 2006; 65,000 compounds, 0.49% hits; calls only at 10 µM; purified DPM-DC;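 active = the 320 compounds with the highest percent inhibition in the single-dose primary screen, excluding strongly autofluorescent ones, cut at about 32% in these data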;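 also: kinetic rate of NADH fluorescence loss reporting ADP formed by the decarboxylase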
LYP phosphatase: LYP phosphatase inhibitors, primary screen, biochemical, DiFMUP fluorescence, recombinant catalytic domain, 10 µM (AID 606); recombinant LYP catalytic domain, DiFMUP fluorescence; higher % means a stronger effect; 52,000 tested, under 10 active; one-dose inhibition, % at 10 µM; IC50 in µM for titrated hits;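 active = IC50 under 40 µM in the dose-response test; inactive = IC50 of 40 µM or more, or never dose-tested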
Spn PMK inh: S. pneumoniae PMK inhibitors, primary screen, biochemical, mevalonate pathway, pilot trial included; inhibition, % at 10 µM; phosphomevalonate kinase (Streptococcus pneumoniae D39); purified PMK, PK/LDH-coupled NADH absorbance 340 nm; 65,000 compounds, 0.49% hits;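 active = top-ranked compounds by inhibition in the single 10 µM screen, taking a fixed number of the strongest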;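 also: 0% = full reaction with DMSO carrier and 100% = background rate without enzyme reaction; no value below 0 was filed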
Alkaline phosphatase: human TNAP enzyme inhibitors, biochemical, luminescent (AID 518); Alkaline phosphatase, tissue-nonspecific isozyme (Homo sapiens); purified TNAP enzyme, luminescent substrate readout; higher % means a stronger effect; 64,000 compounds, 0.09% hits; one-dose inhibition, % at 20 µM; IC50 in µM for titrated hits; in the data active = a potency from the dose series; inactive = the rest, 99 in 100 with inhibition below about 22%;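 also: plate controls were vehicle for no effect and reference inhibitor for full effect; many of its hits are not listed in these tables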
Bfl-1 displacement: Bfl-1 inhibitors, primary screen, biochemical, fluorescence polarization, FITC-Bid, mouse (AID 432). FITC-Bid BH3 peptide fluorescence polarization displacement; higher % means a stronger effect. 64,000 compounds, 0.02% hits. displacement, % at 20 µM, or IC50 in µM where a hit was titrated. Bcl-2-related protein A1 (Mus musculus); in the data active = a potency from the dose series; inactive = the rest, 99 in 100 with displacement below about 15%; also: strong numbers were not always called active
KRASV12 cytotoxicity: cytotoxicity in KRAS-transformed pancreatic duct cells, primary screen, cell-based, fluorescence, HTS (AID 431) | HPDE-C7K KRASV12 cells, Alamar Blue viability, 48 h; higher % means a stronger effect | cytotoxicity, % at 10 µM; hits with a dose series show EC50 in µM | 63,000 compounds, 1.7% hits;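 active = compounds whose percent cytotoxicity in the single-dose primary screen, scaled between solvent and toxic-drug controls, exceeds 50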;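 also: 0% = DMSO solvent wells and 100% = doxorubicin-treated wells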
Spn MK inh: S. pneumoniae MK inhibitors, primary screen, biochemical, PK/LDH-coupled NADH absorbance. mevalonate kinase [Streptococcus pneumoniae D39]. purified MK, PK/LDH-coupled NADH absorbance 340 nm. inhibition, % at 10 µM. 65,000 compounds, 0.48% hits. AID 555, 2006;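 active = ranked among the strongest by inhibition in the single 10 µM screen, a fixed top-ranked set picked for dose follow-up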; also: no value below 0 was filed
HT1080 cytotoxicity: cytotoxicity in HT1080 fibrosarcoma cells, cell-based, fluorescence readout (AID 620); 87,000 compounds, 0.42% hits; one-dose cytotoxicity, % at 10 µM; EC50 in µM for titrated hits; HT1080 viability, fluorescence; higher % means a stronger effect;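 also: cells exposed to compound overnight then 4 h with Alamar Blue; 0% = vehicle DMSO and 100% = killing control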
Spn PMK inh pilot replicates: also measured in Spn PMK inh; calls as there; inhibition, %; measured here: pilot screen replicates
Spn MK inh pilot replicates: second read-out of Spn MK inh, no call of its own (marks repeat the call); inhibition, %; measured here: pilot screen replicates
Spn DPM-DC inh pilot screen %: second read-out of Spn DPM-DC inh, no call of its own (marks repeat the call); inhibition, %; measured here: pilot screen trials
* = called active by the depositor; i = inactive; / = no result given. Rule as the data show it, unless noted: active = cytotoxicity above about 50%; inactive = the rest. Compounds as they come (roughly 3.3% active in at least one column).

SMILES | HPDE-C7 viability | Spn DPM-DC inh | LYP phosphatase | Spn PMK inh | Alkaline phosphatase | Bfl-1 displacement | KRASV12 cytotoxicity | Spn MK inh | HT1080 cytotoxicity | others
Cc1cc(C)cc(N(CCC#N)C(=O)CSc2nc3nc(C)cc(C)n3n2)c1 | -18.2% | i | 11.2% | 7.0 | 4.0% | -5.4% | -23.3% | 1.0 | -3.7%
CC(C)(C)OC(=O)NCc1nc(N)n[nH]1 | -18.3% | i | 4.3% | 0.0 | 7.2% | 1.4% | -14.4% | 3.0 | 3.1%
CCOC(=O)c1cc(-c2nnc(-c3ccc(Cl)cc3)o2)c(C)nc1C | 3.5% | i | -11.5% | 5.0 | 5.7% | 0.8% | -1.8% | 3.0 | -8.3%
COc1cc(C(=O)Nc2cccc(-c3nc4ncccc4o3)c2C)cc(OC)c1OC | 7.7% | i | 19.3% | 0.0 | 1.5% | -4.6% | 1.4% | 11.0 | -7.8%
CC1CN(c2ccc(Oc3ccccc3)cc2)c2nc3c(c(=O)[nH]c(=O)n3C)n2C1 (stereo not drawn) | -35.9% | i | / | 7.0 | 3.5% | -0.8% | -7.7% | 11.0 | -15.7%
Cc1ccc(C)n1-n1cnc2scc(-c3cccs3)c2c1=O | 2.2% | i | 4.9% | 11.0 | 5.3% | 7.5% | 3.2% | 7.0 | 1.7%
CCCS(=O)(=O)Nc1cc(C(F)(F)F)ccc1OCCOC | -10.2% | i | -1.1% | 9.0 | 0.7% | -7.2% | -8.8% | 9.0 | 8.9%
CC1CCN(C(=O)Cn2nc(C(F)(F)F)c3c2CCCC3)CC1 | -6.8% | i | / | 18.0 | 18.4% | -5.4% | -7.4% | 7.0 | 0.4%
O=C(NCc1ccco1)c1cccnc1-c1nc2ccccc2s1 | -2.8% | i | / | 10.0 | 8.2% | -0.3% | 0.0% | 9.0 | -2.1%
Cc1cccc(NC(=O)CSc2nnc(-c3ccccc3)n2N)c1C | -39.5% | i | -9.6% | 6.0 | -1.1% | -15.2% | -15.0% | 10.0 | 1.1%
CC(=O)C1=C(O)C(=O)N(Cc2cccnc2)C1c1ccccc1Cl (stereo not drawn) | -3.4% | i | -1.3% | 0.0 | 9.2% | -5.2% | -4.5% | 12.0 | -9.9%
CCN(Cc1ccccc1)C(=O)CCc1nc(-c2ccc(C)cc2)no1 | -5.4% | i | 2.9% | 11.0 | 6.0% | -14.1% | -1.3% | 12.0 | -8.2%
O=C(NC1(C(=O)NC2CCCC2)CCCCC1)c1ccc2c(c1)OCO2 | -11.0% | i | 5.8% | 0.0 | 8.3% | 1.4% | -7.6% | 9.0 | -0.4%
CCOC(=O)Cc1csc(SCc2nc3ccccc3c(=O)[nH]2)n1 | -3.9% | i | 1.9% | 7.0 | -0.9% | -2.0% | -7.8% | 7.0 | -7.0%
CCOc1cc(C#N)c(NC(=O)c2cccnc2)cc1OCC | 51.5%* | i | 16.4% | 25.0* | 6.4% | -8.4% | 35.4% | 0.0 | /
O=S(=O)(NC1CCCC1)c1ccc(S(=O)(=O)NC2CCCC2)cc1 | -6.3% | i | 2.4% | 0.0 | 4.8% | -6.8% | -5.5% | 6.0 | 5.8%
CC(=O)NCCCc1c[nH]c2ccc(Cl)cc12 | 2.6% | i | 4.1% | 3.0 | 4.4% | -0.2% | 5.3% | 4.0 | -0.4%
O=S(=O)(Nc1ccc2oc(-c3ccccc3)nc2c1)c1ccccc1 | 16.9% | i | -1.7% | 7.0 | 6.4% | -0.9% | 15.5% | 1.0 | 16.8%
CC1CCc2nn(CC(=O)NCCCN3CCCCC3)cc2C1 (stereo not drawn) | 4.5% | i | -10.9% | 12.0 | 6.4% | -6.9% | 11.0% | 8.0 | -2.3%
N=c1c(S(=O)(=O)c2ccccc2)cc2c(=O)n3ccccc3nc2n1CCN1CCOCC1 | 11.2% | / | 1.7% | 3.0 | 16.4% | -7.4% | 16.7% | 13.0 | -3.7%
CC(C)COC(=O)N1CC(O)CC1C(=O)O (stereo not drawn) | -11.9% | i | 3.7% | 0.0 | 1.5% | -4.7% | -11.0% | 1.0 | -15.2%
CS(=O)(=O)N(CCc1ccccc1)CC(=O)NCc1ccco1 | -2.6% | i | / | 6.0 | 3.2% | -2.6% | -6.7% | 6.0 | 0.9%
COCC(=O)NC1CCN(S(=O)(=O)c2ccc(C(=O)O)cc2)CC1 | -0.8% | i | -1.9% | 1.0 | 6.9% | 4.5% | -4.4% | 10.0 | -4.9%
C=CCn1c(SCC(=O)Nc2ccc(C)cc2C)nnc1-c1cccnc1 | -4.3% | i | 9.2% | 22.0 | -5.4% | -8.4% | -4.6% | 0.0 | /
N#Cc1c(NC(NC(=O)c2ccco2)C(=O)c2ccccc2)sc2c1CCCC2 (stereo not drawn) | 31.6% | i | 8.9% | 12.0 | 9.3% | -11.3% | 41.3% | 4.0 | 2.3% | Spn PMK inh pilot replicates=0.0;Spn MK inh pilot replicates=1.5;Spn DPM-DC inh pilot screen %=0.0

The closing 2 compounds of the part before open the next one.
SMILES | HPDE-C7 viability | Spn DPM-DC inh | LYP phosphatase | Spn PMK inh | Alkaline phosphatase | Bfl-1 displacement | KRASV12 cytotoxicity | Spn MK inh | HT1080 cytotoxicity | others
C=CCn1c(SCC(=O)Nc2ccc(C)cc2C)nnc1-c1cccnc1 | -4.3% | i | 9.2% | 22.0 | -5.4% | -8.4% | -4.6% | 0.0 | /
N#Cc1c(NC(NC(=O)c2ccco2)C(=O)c2ccccc2)sc2c1CCCC2 (stereo not drawn) | 31.6% | i | 8.9% | 12.0 | 9.3% | -11.3% | 41.3% | 4.0 | 2.3% | Spn PMK inh pilot replicates=0.0;Spn MK inh pilot replicates=1.5;Spn DPM-DC inh pilot screen %=0.0
Cc1[nH]c(C(=O)N2CCCCC2)c(C)c1C(=O)NC1CCCCC1 | -31.1% | i | -5.1% | 13.0 | 7.9% | -2.9% | -8.7% | 6.0 | 17.0% | Spn PMK inh pilot replicates=1.0;Spn MK inh pilot replicates=0.0;Spn DPM-DC inh pilot screen %=1.0
O=C(Nc1ccc2c(c1)OCCO2)c1cccnc1 | -0.8% | i | 1.4% | 6.0 | 13.6% | -6.6% | -3.2% | 0.0 | -18.1%
Cc1cnc(NC(=O)CSc2nnc(COc3c(C)cccc3C)o2)s1 | -2.2% | i | -8.1% | 0.0 | 11.6% | -1.6% | 8.2% | 4.0 | -4.6% | Spn PMK inh pilot replicates=3.0;Spn MK inh pilot replicates=0.0;Spn DPM-DC inh pilot screen %=0.0
COC(=O)C(O)(CC(=O)Nc1ccc(Cl)cc1F)C(F)(F)F (stereo not drawn) | -4.5% | i | 6.9% | 6.0 | 3.9% | -0.9% | 4.4% | 3.0 | 5.8%
COCCn1nnnc1SCC(=O)c1ccccc1 | -11.3% | i | 8.0% | 8.0 | 10.5% | -2.7% | -3.3% | 7.0 | 0.0%
Nc1nc(C(=O)N2CCOCC2)nn1S(=O)(=O)c1ccccc1 | -22.7% | i | -4.0% | 5.0 | 6.4% | 6.5% | -10.0% | 8.0 | 0.3%
COc1ccc(NC(=O)N2CCCCC2)cc1 | -11.1% | i | -1.9% | 11.0 | 5.8% | 5.2% | -3.1% | 2.0 | 0.7%
CCCC(OC(=O)CC1Sc2ccccc2NC1=O)C(=O)NCc1ccco1 (stereo not drawn) | -16.1% | i | / | 0.0 | 7.9% | 7.6% | 5.2% | 5.0 | 6.6%
COc1cc2nc(SCc3c(C)noc3C)n(CCC3=CCCCC3)c(=O)c2cc1OC | 1.1% | i | -14.7% | 13.0 | 6.4% | 0.0% | 10.4% | 0.0 | 0.0%
N#Cc1ccc(-c2cccnc2)nc1SCC(=O)Nc1sc2c(c1C#N)CCC2 | 2.6% | i | -0.6% | 47.0 | 13.2% | -19.6% | -3.3% | 62.0* | -5.7%
CCc1c(C)nc2cc(-c3cc(OC)cc(OC)c3)nn2c1N1CCCC1 | 10.5µM* | i | 0.9% | 2.0 | 6.3% | -6.6% | 13µM* | 4.0 | 1.2%
CC(C)OC(=O)c1ccc(OC(=O)c2cccnc2)cc1 | -2.5% | i | -11.6% | 11.0 | 13.2% | -0.4% | -1.1% | 5.0 | 3.6% | Spn PMK inh pilot replicates=4.0;Spn MK inh pilot replicates=0.0;Spn DPM-DC inh pilot screen %=4.0
CC(C(=O)Nc1ccc2c(c1)OCO2)N(c1ccc(Cl)cc1)S(C)(=O)=O (stereo not drawn) | -17.4% | i | -11.8% | 6.0 | -0.2% | 0.6% | -21.7% | 3.0 | 3.6%
O=C(CN1CCCCC1)Nc1ccc(S(=O)(=O)N2CCCCCC2)cc1 | 4.6% | i | -0.8% | 0.0 | 4.6% | -2.8% | -1.3% | 0.0 | -11.5%
COc1cc(Nc2cc(C)nc3ncnn23)cc(OC)c1OC | 3.0% | i | 0.3% | 2.0 | 11.8% | -3.9% | 8.6% | 2.0 | -2.1% | Spn PMK inh pilot replicates=0.0;Spn MK inh pilot replicates=0.0;Spn DPM-DC inh pilot screen %=0.0
CCOC(=O)Cn1c(=O)oc2cc(S(=O)(=O)N(CCN(C)C)Cc3ccccc3)ccc21 | 6.2% | i | / | 7.0 | 7.7% | -1.2% | 4.9% | 0.0 | 2.2%
O=C(Nc1nc2ccccc2[nH]1)c1ccc(F)cc1 | -12.8% | i | / | 12.0 | 0.7% | -7.4% | -12.0% | 6.0 | 26.1%
COc1cccc(/C(O)=C2/C(=O)C(=O)N(Cc3ccco3)C2c2ccncc2)c1 (stereo not drawn) | 0.3% | i | / | 19.0 | 8.8% | -2.7% | -0.4% | 1.0 | 2.3%
C=CCNC(=O)COc1ccc(S(=O)(=O)NC2CCCCC2)cc1 | -5.2% | i | 9.9% | 0.0 | 7.6% | -6.3% | -15.6% | 7.0 | 2.0%
Cc1c(C(=O)OC2CCCC2)[nH]c2c1C(=O)CC(c1ccco1)C2 (stereo not drawn) | 79.3%* | i | 11.3% | 0.0 | 9.8% | -0.3% | 53.7%* | 0.0 | 64.9%*
CCn1c(SCC(=O)Nc2cc(NC(C)=O)ccc2OC)nnc1-c1cccnc1 | -15.2% | i | 0.1% | 0.0 | 11.2% | 0.1% | 2.1% | 8.0 | -10.1%
CCCCn1c(SCC(N)=O)nnc1-c1ccco1 | -12.7% | i | 6.8% | 12.0 | 13.9% | -1.7% | -19.3% | 10.0 | -7.5%
COC(=O)c1ccccc1NC(=O)c1noc2c1CCCC2 | -2.0% | i | 11.4% | 10.0 | 11.7% | 0.3% | -2.2% | 8.0 | 0.6%
COCCCn1cnc2c(c1=O)c1nc3ccccc3nc1n2-c1ccccc1 | 13.5% | i | 8.8% | 11.0 | 11.5% | -2.4% | 8.8% | 6.0 | -1.5%
